NALP1 inh: NALP1 inflammasome inhibitors in reconstituted yeast, colorimetric, S. cerevisiae, triplicate retest; S. cerevisiae NALP1/ASC/caspase-1 growth, X-gal OD620, 72 h; inhibition, % at 10 µM; 0.61% of 280,000 active; in the data active = inhibition mostly above about 24%, no sharp cut-off; inactive = mostly below about 32%; note: some compounds called inactive have numbers as strong as hits
PHOSPHO1 block: PubChem AID 1565; Phosphoethanolamine/phosphocholine phosphatase (Homo sapiens), Q8TCT1; recombinant PHOSPHO1, absorbance phosphatase assay; inhibition, % at 13.3 µM; 1.1% of 290,000 active; in the data active = inhibition above about 60%
Target sequence (Q8TCT1 whole entry, looked up): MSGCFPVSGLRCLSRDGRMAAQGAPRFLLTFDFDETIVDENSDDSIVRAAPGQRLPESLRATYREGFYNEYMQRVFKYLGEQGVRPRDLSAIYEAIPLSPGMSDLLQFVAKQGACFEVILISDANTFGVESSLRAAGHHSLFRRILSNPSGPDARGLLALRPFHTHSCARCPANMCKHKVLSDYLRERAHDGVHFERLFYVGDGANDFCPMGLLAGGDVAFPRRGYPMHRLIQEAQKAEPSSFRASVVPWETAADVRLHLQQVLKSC
pCIP destab: p/CIP-EGFP fusion destabilizers, primary screen, fluorescence, F442A cells | decrease of EGFP signal, % at 10 µM | 16 h | 0.01% of 290,000 active;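 active = EGFP signal decrease of at least 30% at 10 µM or well 3 SD below plate mean, unless failing retest; inactive = the rest, including hits failing retest or dose response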; note: some compounds called inactive have numbers as strong as hits; many of its hits are not listed in these tables
IDE cell activ: human IDE activators in live cells, primary screen, fluorescence polarization, HEK cells, FAbeta-B substrate; Insulin-degrading enzyme (Homo sapiens), P14735; FAbeta-B cleavage; 0% vehicle, 100% cell-free pure enzyme wells; activation, % at 5.96 µM; 0.073% of 340,000 active; AID 493087, 2011;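 active = activation above the mean of all tested compounds plus 3 SD, set per screening campaign, cut at about 17% in these data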
PfM18AAP inh: PfM18AAP inhibitors, malaria aminopeptidase, primary screen, biochemical, QFRET, recombinant enzyme. M18 aspartyl aminopeptidase (Plasmodium falciparum 3D7). H-Glu-NHMec fluorogenic cleavage. inhibition, % at 7.35 µM. 1.2% of 290,000 active. AID 1822, 2009;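 active = inhibition above the campaign mean inhibition over all tested compounds plus 3 SD, cut at about 28% in these data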;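 note: 0% = plate median of test compound wells and 100% = 2 mM ZnCl2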
GPR7 antagonist: GPR7 receptor antagonists, primary screen, cell-based, fluorescence, single concentration; inhibition, % at 4.4 µM; GPR7-expressing cells, fluorescence antagonist assay; AID 1861, 2009; 1.1% of 290,000 active; Neuropeptides B/W receptor type 1 (Homo sapiens), P48145; in the data active = inhibition above about 16%, passing the limit was not always enough;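 note: cells stimulated with the agonist NPW; 0% = agonist with vehicle and 100% = vehicle without agonist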
Target sequence (P48145 whole entry, looked up): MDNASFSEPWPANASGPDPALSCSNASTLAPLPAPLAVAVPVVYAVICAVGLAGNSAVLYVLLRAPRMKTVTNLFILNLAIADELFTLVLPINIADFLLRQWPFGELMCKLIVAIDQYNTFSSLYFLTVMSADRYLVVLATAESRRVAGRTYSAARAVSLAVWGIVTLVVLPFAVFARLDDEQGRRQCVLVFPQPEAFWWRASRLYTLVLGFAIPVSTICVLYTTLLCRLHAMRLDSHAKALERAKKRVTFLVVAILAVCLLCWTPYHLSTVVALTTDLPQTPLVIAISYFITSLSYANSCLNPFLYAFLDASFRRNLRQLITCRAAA
VIM-2 inhibitor: VIM-2 metallo-beta-lactamase inhibitors, primary screen, biochemical, epi-absorbance readout, Pseudomonas aeruginosa enzyme; purified VIM-2, nitrocefin hydrolysis, epi-absorbance fluorescence; inhibition, % at 5.6 µM; 0.89% of 290,000 active; AID 1527, 2009;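 active = inhibition above the mean of all tested compounds plus 3 SD, cutoff set per screening run, cut at about 7.5% in these data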;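 note: red hydrolysis product quenches plate fluorescence so inhibitors raise well fluorescence; 0% = enzyme with DMSO and 100% = DMSO without enzyme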
IMP-1 inhibitor: IMP-1 metallo-beta-lactamase inhibitors, primary screen, biochemical, epi-absorbance readout, Pseudomonas aeruginosa enzyme | metallo-beta-lactamase IMP-1 (Pseudomonas aeruginosa) | purified IMP-1, nitrocefin hydrolysis, epi-absorbance fluorescence | inhibition, % at 5.6 µM | 0.45% of 290,000 active | AID 1556, 2009;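 active = inhibition above the mean plus 3 SD of all compounds in the same screening run, cut at about 4.5% in these data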;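 note: 0% = IMP-1 with DMSO and 100% = DMSO wells lacking enzyme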
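assay system = purified recombinant IMP-1 metallo-beta-lactamase enzyme | schedule = 15 min preincubation plus 25 min reaction at 25 °C | signal = Epi-absorbance fluorescence, 480 nm excitation, 530 nm emission | read-out basis = percent inhibition from optical density relative to buffer-blank wells | controls = IMP-1 with DMSO as 0%, enzyme-free DMSO as 100%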
IDE cell inh: human IDE inhibitors in live cells, primary screen, fluorescence polarization, HEK cells, FAbetaB substrate. FAbetaB cleavage. inhibition, % at 5.59 µM. 0.41% of 320,000 active. AID 434962, 2010. Insulin-degrading enzyme (Homo sapiens), P14735;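 active = percent inhibition above the average of all tested compounds plus 3 SD, set per screening campaign, cut at about 16% in these data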;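 note: IDE supplied by intact live HEK cells; FP after avidin binding of uncleaved biotin substrate so inhibition keeps polarization high; 0% = DMSO wells and 100% = 60 µM reference IDE inhibitor Ii1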
The depositor's hits bear a star; i = inactive; nt = not tested or not shown.

SMILES	NALP1 inh	PHOSPHO1 block	pCIP destab	IDE cell activ	PfM18AAP inh	GPR7 antagonist	VIM-2 inhibitor	IMP-1 inhibitor	IDE cell inh
Cc1nc2ccc(F)cc2cc1C(=O)Nc1ccc(Cl)c(Cl)c1	31	-7	-6	5	1	2	-2.5	-1.9	0
Cc1nc2ccccn2c1/C(O)=C1\C(=O)C(=O)N(CCN(C)C)C1c1ccco1 (stereo not drawn)	7	-17	6	-2	1	-1	-2.1	-2.5	8
COCCn1cnc2c1c(=O)n(Cc1c(F)cccc1Cl)c(=O)n2Cc1ccccc1	10	37	-13	2	1	-14	-1.2	-3.1	-1
Cc1cccc(C(=O)NCCCNC(=O)c2ccco2)c1	-2	40	3	5	0	-4	-0.8	-1.5	-3
CC(C)c1ccc(S(=O)(=O)N2CCN(C(=O)C3CCN(C(=O)c4ccc(F)cc4)CC3)CC2)cc1	29	33	-4	2	2	-1	-1.2	-3.1	-2
Cc1ccc2[nH]c3nc(SCCN4CCOCC4)nnc3c2c1	8	-30	-2	-4	-6	-4	2.0	-1.2	-3
N/C(=N\OC(=O)c1ccccc1[N+](=O)[O-])c1cccnc1	nt	15	-12	4	3	-2	-0.3	-1.6	-4
CCc1ccc(NC(=S)N(CCN(C)C)C(C)c2ccncc2)cc1 (stereo not drawn)	-14	3	2	5	3	-25	-5.7	-1.3	-12
CSCCC(NC(=O)c1ccco1)c1nc2ccccc2[nH]1 (stereo not drawn)	3	29	3	5	1	-1	-6.3	-3.8	-1
COc1ccccc1N=Nc1c(C)[nH]n(-c2ccccc2)c1=O	17	24	-1	5	0	-10	-1.1	-4.6	0
Cc1cc(C(=O)Cn2c(CO)nc3ccccc32)c(C)n1C	-14	36	-18	2	5	-13	-0.3	-3.6	7
Cc1ccccc1C(=O)N=c1sccn1C	15	13	0	7	-2	4	-3.7	-1.7	1

Rewritten comma-delimited: part of the list above
structure,NALP1 inh,PHOSPHO1 block,pCIP destab,IDE cell activ,PfM18AAP inh,GPR7 antagonist,VIM-2 inhibitor,IMP-1 inhibitor,IDE cell inh
Cc1nc2ccc(F)cc2cc1C(=O)Nc1ccc(Cl)c(Cl)c1,31,-7,-6,5,1,2,-2.5,-1.9,0
Cc1nc2ccccn2c1/C(O)=C1\C(=O)C(=O)N(CCN(C)C)C1c1ccco1 (stereo not drawn),7,-17,6,-2,1,-1,-2.1,-2.5,8

More results
SMILES	NALP1 inh	PHOSPHO1 block	pCIP destab	IDE cell activ	PfM18AAP inh	GPR7 antagonist	VIM-2 inhibitor	IMP-1 inhibitor	IDE cell inh
O=C(Nc1ccc(Cl)c(C(=O)N2CCOCC2)c1)c1ccccc1	2	4	0	-2	6	-8	-2.7	-4.6	2
COc1ccc(NC(=O)CCS(=O)(=O)c2ccc3c(c2)CCCN3C(C)=O)cc1	5	35	0	5	3	-13	-3.1	-3.8	4
Cc1occc1C(=O)Nc1sccc1C(N)=O	18	37	-8	2	3	-11	1.2	-0.4	-2
Cn1c(CCCOc2ccc(Cl)cc2Cl)nnc1SCC(=O)Nc1nccs1	-3	12	-10	3	-8	-4	-2.4	-3.1	3
COC(=O)c1cc2ccsc2n1Cc1ccccc1F	6	-16	-14	1	1	-9	-5.4	-3.1	2
COc1cc(CCC(=O)N2CCN(c3ccccc3)CC2)cc(OC)c1OC	4	20	-1	-2	9	-8	-3.7	-1.3	2
Cc1ccc(C(=O)Nc2nnc(CC(=O)N/N=C/c3ccc(O)c(O)c3)s2)cc1	11	-11	-6	1	56*	4	-0.1	0.6	0
CCOc1ncccc1C(=O)Nc1nnc(C2CC2)s1	9	28	3	-1	-2	0	0.2	-1.0	6
CC(=O)N(C(C)=O)S(=O)(=O)c1ccc(N=NN2CCCCC2)cc1	9	-14	0	-1	-6	-3	-2.4	-1.2	1
CN1CCN(CCC(=O)Nc2ccccc2Cl)CC1	-84	35	-4	0	-1	-13	-4.3	-0.8	-1
COc1ccc(/C=N/NC(=O)CC(=O)NCCc2ccccc2)cc1OC	8	12	-2	5	-2	-9	-2.6	-0.2	-2
COc1ccc(NC(=O)CN(C)CC(=O)Nc2cccc(S(=O)(=O)N(C)c3ccccc3)c2)cc1	-17	0	-3	0	-6	-14	-1.7	-2.6	2
CSc1ccccc1NC(=S)Nc1ccccc1C(F)(F)F	-3	-52	-12	5	-3	-4	-3.8	-3.5	1
Cc1ccc(C(CCN(Cc2ccccc2)C(=O)c2ccco2)c2ccco2)cc1 (stereo not drawn)	29	-2	-6	-1	0	4	-0.2	-0.6	-2
CCC[N+]1(CC#CC2(O)CCCCC2)CCOCC1	8	2	-3	-1	-1	-1	-1.9	-1.9	1
COc1ccc(C=O)cc1Cn1ccnc1	0	41	-25	-1	3	-1	-5.3	-3.6	4
Nc1c(C(=O)NCc2cccs2)nnn1CC(=O)Nc1cccc(Cl)c1	-12	32	1	3	-14	-1	0.1	-1.8	-3
COc1ccc(-c2nc3ccccc3c(=O)o2)cc1OC	22	28	2	-4	-2	-8	-0.3	-3.5	-2
Cc1cc2cccc(C)c2nc1SCC(=O)NNC(=O)c1ccco1	6	-51	-7	3	0	1	-1.5	-2.5	4
N#Cc1ccc(OCC(=O)NCC2(N3CCCCC3)CCCCC2)cc1	-16	44	6	0	-1	1	-2.2	-2.8	-2
COC(=O)C1C2C=CC3(CN(C(C)C)C(=O)C13)O2 (stereo not drawn)	-9	-2	-14	4	-3	-6	-0.6	-4.0	-2
COc1ccc(/C=N/NC(=O)c2ccc(COc3cccc4cccnc34)cc2)cc1O	-2	12	-9	-2	0	-17	1.6	-4.3	-2
CC(C)Oc1ccc(C(=O)N/N=C/c2ccc(-c3ccc(S(=O)(=O)Nc4ncccn4)cc3)o2)cc1	-4	31	1	2	-6	-5	-6.5	-4.4	1
CCc1nnc(NC(=O)[C@@H](NC(=O)c2cccc(S(=O)(=O)N(CC)CC)c2)C(C)C)s1	4	-6	-13	1	3	-3	-1.7	-4.0	13
O=[N+]([O-])c1ccc(CSc2ccc(-c3ccccn3)nn2)cc1	2	6	-2	10	7	0	-3.8	-2.9	-6
COc1ccc2nc(C)c3cc(C)oc3c2c1	1	24	-5	-7	-4	-7	3.5	-3.2	-3
CCn1cc(C(=O)O)c(=O)c2cc(S(=O)(=O)N(C)C)ccc21	1	2	-15	3	7	-9	8.7*	-2.3	7
CCCOc1ccc(C2/C(=C(/O)c3ccccc3)C(=O)C(=O)N2CCCN(C)C)cc1OC (stereo not drawn)	nt	nt	nt	2	5	7	-1.7	-0.5	-1
CCS(=O)(=O)N1CCC(C(=O)NCCC2=CCCCC2)CC1	-1	-6	4	3	1	-7	-1.2	-2.7	-2
O=C(COC(=O)c1ccc2ccccc2c1O)NCC(F)(F)F	-1	33	2	1	-2	-9	-0.5	-1.9	5
O=C(CSc1nc(-c2ccc(F)cc2)cc(C(F)(F)F)n1)NCc1cccs1	17	1	2	0	-4	4	-0.1	-1.6	4
Cc1ccc(SCCCCN2C(=O)NC(C)(C)C2=O)cc1	2	-14	0	-3	-4	-8	-0.6	1.4	2
COc1ccc(C(=O)NC(=S)Nc2ccc(N3CCCC3)cc2)cc1	0	8	-5	-1	6	-8	-1.6	-1.1	0
O=C(C1CCN(c2ncnc3c2sc2cccc(F)c23)CC1)N1CCOCC1	6	-1	-7	1	1	-4	11*	-1.6	4
CCC(C)(C(=O)NC1CCCC1)N(C(=O)CNC(C)=O)c1ccccc1 (stereo not drawn)	-3	28	10	2	1	19*	-2.2	-1.6	3
CCCn1c(/C=C/c2cc[n+](C)cc2)nc2ccccc21	8	-19	-12	4	7	-10	-1.5	-2.9	2
CC(=O)N1CC=CC1(CC(C)C)C(=O)NCCc1c[nH]c2ccccc12 (stereo not drawn)	29	-4	-9	3	7	5	-2.2	-4.9	0
Cn1c2ccccc2c(=O)c2c(=O)n(-c3ccc(F)cc3)c(-c3cccs3)nc21	12	-10	6	-4	5	-1	3.8	2.4	-5
COc1cc(C=O)ccc1Oc1nnnn1-c1ccccc1	i	27	-8	3	5	-12	-2.1	-3.7	5
CC(=O)Nc1ccc(/C=C(\C#N)C(=O)NC2CCCCC2)cc1	-4	25	-2	9	9	-7	-3.9	-4.4	1
CC(NC(=O)COC(=O)CCc1nc(=O)c2ccccc2n1C)c1ccccc1 (stereo not drawn)	8	-21	0	0	-1	-9	-1.1	-3.1	1
Nc1ncnc(N(c2ccccc2)C2CCCCC2)c1[N+](=O)[O-]	-4	-113	-31	9	-6	-12	1.4	-0.7	-4
Cn1c(CCNC(=O)C2CCCCC2)nc2cc([N+](=O)[O-])ccc21	12	8	11	2	1	0	-2.5	-2.1	1
COc1ccc(Nc2sc(C(=O)c3ccc(Cl)cc3)c(N)c2C(=O)Nc2ccccc2OC)cc1	-10	3	2	-2	13	71*	-0.6	0.2	-3
CCN(CC)c1ccc(NC(=O)c2cnccn2)cc1S(=O)(=O)Nc1ccc(OC)cc1	18	-23	3	5	0	5	-1.9	-0.7	3
COc1ccc([N+](=O)[O-])cc1NC(=O)C1CCCNC1=O (stereo not drawn)	37	28	-2	2	-8	-7	-1.2	-0.2	0
O=C(Nc1nc2ccccc2n1CCN1CCOCC1)c1ccc(Cn2cc([N+](=O)[O-])cn2)o1	16	19	-51	-4	3	-6	-0.1	-2.8	-5
Cc1[nH]n(-c2ccc([N+](=O)[O-])cc2)c(=O)c1C=NCCN1CCN(C(=O)c2ccc(Br)cc2)CC1	7	5	7	4	2	3	-3.2	0.6	-1
CS(=O)(=O)c1ccc(Sc2nc3ccccc3[nH]2)c([N+](=O)[O-])c1	5	12	-3	5	3	-9	-2.3	-3.5	-7
COCC(=O)NC1CCN(CC(=O)Nc2ccccc2[N+](=O)[O-])CC1	13	41	-13	-2	6	-7	0.1	-3.1	-2
COc1ccc(C(=O)C2CCCN(C(=O)c3ccc(CSC)o3)C2)cc1F (stereo not drawn)	-8	42	-10	2	3	-8	-1.8	-2.0	0
COc1cccc(-c2nc(CS(=O)(=O)CC(=O)NCCCc3ccccc3)c(C)o2)c1	22	-4	-6	2	-4	-11	-1.0	-2.0	-1
O=C(Nc1cccc2ccccc12)c1ccc([N+](=O)[O-])s1	42	0	-14	2	-5	-4	-3.0	0.1	7
O=C(N/N=C/c1cnc2ccccc2n1)c1cccc(F)c1	24	1	-8	0	2	-4	-2.3	-2.1	-1
O=C(COc1ncnc2sccc12)N1CCN(S(=O)(=O)c2ccc(Cl)cc2)CC1	-4	-75	-8	3	3	-2	-0.8	-2.3	5
CC(=O)Nc1sc(C)c(C)c1C(=O)OC1CCOC1=O (stereo not drawn)	22	12	-8	2	-4	-24	0.0	-3.8	9
COc1ccc(N2CCN(C(=O)CCc3ccc(S(=O)(=O)NC(C)(C)C)cc3)CC2)cc1	-4	-7	-190	3	-2	8	-1.2	-1.8	5
CCC(=O)N(Cc1cc2cc(OC)ccc2[nH]c1=O)c1ccc(C)cc1	2	55	6	6	0	-13	0.8	-0.3	-5
